# Compound activity as filed in PubChem BioAssay.
# M5 ag: CHRM5 agonism in calcium assay; P08912; CHO-K1 hM5 cells, Fluo-8 calcium fluorescence; 0% DMSO wells, 100% maximal acetylcholine response; activation, % at 3 µM; actives 0.19% (n = 360,000); AID 624037;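 active means activation above the run's mean over test compounds plus 3 SD, cut at about 23% in these data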;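 further: signal is peak over basal fluorescence ratio across the kinetic read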
# Target sequence (P08912 whole entry, looked up): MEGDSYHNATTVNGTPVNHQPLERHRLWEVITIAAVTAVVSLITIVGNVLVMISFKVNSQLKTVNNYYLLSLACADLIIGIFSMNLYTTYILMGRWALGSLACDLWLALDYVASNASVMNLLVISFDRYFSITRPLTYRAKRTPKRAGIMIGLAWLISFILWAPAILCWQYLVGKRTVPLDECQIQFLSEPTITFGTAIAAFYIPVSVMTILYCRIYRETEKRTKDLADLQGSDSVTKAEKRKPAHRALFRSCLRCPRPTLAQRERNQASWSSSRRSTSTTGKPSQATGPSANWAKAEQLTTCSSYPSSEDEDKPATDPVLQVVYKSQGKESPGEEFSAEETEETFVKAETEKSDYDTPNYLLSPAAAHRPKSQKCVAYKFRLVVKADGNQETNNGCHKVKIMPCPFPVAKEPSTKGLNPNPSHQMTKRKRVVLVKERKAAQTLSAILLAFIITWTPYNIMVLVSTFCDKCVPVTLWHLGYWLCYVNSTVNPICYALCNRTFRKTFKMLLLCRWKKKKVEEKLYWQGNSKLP
# M5 PAM: positive allosteric modulators of human muscarinic M5 receptor; CHO-K1 hM5, Fluo-8 calcium, ACh EC20 PAM; 0% = ACh EC20, 100% = ACh EC100; activation, % at 3 µM; actives 0.3% (n = 360,000);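 active means activation above the run cutoff, the mean activation of all test compounds plus 3 SD, cut at about 18% in these data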
#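 Assay system – human M5 receptor in CHO-K1 cells · Read-out – % activation, ACh-normalized · Technique – Fluo-8 calcium fluorescence · Dosing – single-point, 3 µM nominal · Incubation – Fluo-8 loading 80 min at 37 °C plus 30 min room temperature · Repeats – singlicate, one well per test compound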
# TAAR1 ag: human TAAR1 agonism; Q96RJ0; CHO RD-HGA16 TAAR1, Fluo-8 calcium fluorescence; vehicle wells 0%, saturating PEA agonist 100%; activation, % at 3 µM; actives 0.99% (n = 360,000);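 active means activation above the mean activation of all test compounds in the run plus 3 SD, cut at about 38% in these data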
#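 System: CHO RD-HGA16 cells carrying human TAAR1 plus Gα16; Incubation: 17-24 h seeding, 75 min 37 °C dye, 30 min RT; Measured by: Fluo-8 fluorescence, 5 s baseline then 140 s kinetic read; Control set: DMSO and PEA EC100; Replication: single well for each compound.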
# M5 antag: blocks acetylcholine activation of human M5 receptor. AID 624040. CHO-hM5 cells, Fluo-8 calcium fluorescence, ACh EC80. inhibition, % at 3 µM. P08912. actives 0.59% (n = 360,000);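 active means inhibition above a per-plate cutoff, the mean of that plate's test compounds plus 3 SD, cut at about 27% in these data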;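 further: 0% = acetylcholine EC80 with DMSO and 100% = DMSO without agonist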
# CRFR2-BP antag: blocks CRF-induced signaling of the CRF-BP/CRF-R2 complex; inhibition, % at 11.8 µM; AID 588475; HEK293 CRF-R2/CRF-BP, CRF-induced calcium fluorescence; actives 0.59% (n = 350,000);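 active means inhibition of the ligand-induced calcium signal above about 50% at the single tested concentration, limit read from the data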
# TAAR1 antagonist: antagonists of human TAAR1 | Q96RJ0 | CHO RD-HGA16 TAAR1, Fluo-8 calcium fluorescence, antagonist | inhibition, % at 3 µM | actives 1.5% (n = 360,000);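 active means inhibition above a per-plate cutoff, the mean inhibition of test compounds on that plate plus 3 SD, cut at about 49% in these data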;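 further: 0% = DMSO plus EC80 beta-PEA response and 100% = DMSO alone without agonist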
#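 Assay system: RD-HGA16 CHO cells with stable hTAAR1 and Gα16 / Reagent: EC80 β-phenethylamine stimulus / Doses: 3 µM, single point / Timing: dye loading 75 min at 37 °C, then 30 min room temperature / Measured by: Fluo-8 intracellular calcium dye fluorescence, real-time kinetic reads / Controls: vehicle wells and EC80 agonist wells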
# M1 PAM parental: counter-screen for M1 PAMs: effect in parental CHO-K1 cells; AID 602247; ATP EC20, Fluo-8 calcium fluorescence; 0% at ATP EC20, 100% at ATP max; actives 0.02% (n = 360,000); activation, % at 3 µM;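 active means activation above the run cutoff, the mean activation of all test compounds plus 3 SD, cut at about 40% in these data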;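 further: peak over basal fluorescence ratio in a 140 s read after ATP addition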
# M4 PAM: positive allosteric modulators of human muscarinic M4 receptor; actives 0.4% (n = 360,000); activation, % at 3 µM; CHO-K1 hM4/Gqi5, Fluo-8 calcium fluorescence, ACh EC20; 0% = ACh EC20, 100% = maximal ACh; P08173;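 active means activation above its plate's cutoff, the mean activation of sample wells plus 3 SD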; further: some results filed as inactive read as strong as hits
# Target sequence (P08173 whole entry, looked up): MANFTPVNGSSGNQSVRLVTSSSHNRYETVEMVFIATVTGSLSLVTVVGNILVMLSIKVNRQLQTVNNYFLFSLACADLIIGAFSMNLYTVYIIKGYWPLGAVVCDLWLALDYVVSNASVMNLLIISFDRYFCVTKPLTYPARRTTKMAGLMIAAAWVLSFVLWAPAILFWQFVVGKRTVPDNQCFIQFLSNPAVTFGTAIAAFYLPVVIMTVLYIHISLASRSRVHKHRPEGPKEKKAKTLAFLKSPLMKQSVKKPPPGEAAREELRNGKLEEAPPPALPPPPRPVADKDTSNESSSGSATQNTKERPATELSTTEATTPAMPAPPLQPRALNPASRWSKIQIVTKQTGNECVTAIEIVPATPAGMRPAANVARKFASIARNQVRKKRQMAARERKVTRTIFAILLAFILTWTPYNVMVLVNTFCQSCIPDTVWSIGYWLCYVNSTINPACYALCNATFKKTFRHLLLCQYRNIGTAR
# CRFR2-BP ag: agonists of human CRF-binding protein/CRF-R2 receptor complex | HEK293 CRF-R2/CRF-BP, calcium dye fluorescence (FLIPR); percent of saturating CRF peptide response | actives 0.46% (n = 350,000) | activation, % at 13.2 µM | AID 588473;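 active means activation of at least 50%, plus an integration ratio under a set limit after plate pattern correction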;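 further: plate controls were neutral control wells without compound for no effect and CRF at EC100 for full effect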
# Starred values were filed as active, the others as inactive; nt = not tested or not shown.
canonical_smiles	M5 ag	M5 PAM	TAAR1 ag	M5 antag	CRFR2-BP antag	TAAR1 antagonist	M1 PAM parental	M4 PAM	CRFR2-BP ag
Cc1ccc(S(=O)(=O)N(C)C[C@@H]2OCc3cnnn3CCCC(=O)N([C@H](C)CO)C[C@H]2C)cc1	3	3	0	-9	2	-11	-8	-3	3.9
O=C(N/N=C/c1ccccc1F)C(=O)N1CCCCCC1	0	1	2	-7	3	-3	0	1	0.1
Cc1ccc(S(=O)(=O)Nc2cc(NC(=O)CN3CCOCC3)ccc2Cl)cc1	-8	1	3	8	-8	-15	4	-2	0.4
CCCc1ccc2oc(C(=O)N3CCN(CCC(N)=O)CC3)c(C)c2c1	5	1	1	-6	-4	-42	18	-1	-1.1
O=C1Nc2ccccc2C(=O)N(c2ccc3c(c2)OCCO3)C1C(=O)NC1CC1 (stereo not drawn)	1	-4	1	10	nt	-17	nt	7	nt
COc1cc2ncnc(N[C@H](C)c3ccccc3)c2cc1OC	1	-8	nt	3	34	nt	-14	-4	-0.3
CN(CCc1ccccn1)c1ccc([N+](=O)[O-])cn1	0	-2	11	-1	16	-6	17	5	-0.8
CCc1nnc(NC(=O)CC(C)c2ccccc2)s1 (stereo not drawn)	0	2	0	0	-28	-20	20	2	0.1
CSc1ccc(CN(C)CC(=O)Nc2cccc(Br)c2)cc1	1	-10	4	12	-21	-1	21	-5	0.2
COc1ccccc1NC(=O)NNC(=O)c1cc2ccccc2cc1O	2	-1	3	6	-6	-4	13	7	-0.5
NC(=O)C(c1ccccc1)C1CCCCC1 (stereo not drawn)	0	0	2	-3	18	-4	0	3	0.0
O=C1CNC(=S)N1Cc1ccc(F)cc1	-6	-3	nt	2	-6	nt	11	-3	-0.1

# Next section
canonical_smiles	M5 ag	M5 PAM	TAAR1 ag	M5 antag	CRFR2-BP antag	TAAR1 antagonist	M1 PAM parental	M4 PAM	CRFR2-BP ag
CN(C)Cc1cc(C(C)(C)C)cc(C(C)(C)C)c1O	-3	6	-3	-6	-22	3	-1	-13	-0.4
CCCC(=O)N1CCCC1(C)C(=O)Nc1cc(OC)c(OC)c(OC)c1 (stereo not drawn)	2	-1	2	3	nt	5	6	2	nt
CC(NC(=O)C1CCCN(C(=O)c2ccc(Cl)cc2)C1)c1cccc(C(F)(F)F)c1 (stereo not drawn)	0	7	4	-5	4	-9	-10	21	-2.3
NC(=O)C1=CN(Cc2ccc(Cl)cc2)CCC1C(F)(F)F (stereo not drawn)	2	9	2	-3	-3	-23	-12	5	-2.8
CCOC(=O)C1CCN(C(=O)c2cc3c(=O)n4cccc(C)c4nc3s2)CC1	-1	5	1	1	-4	-4	11	0	0.5
COc1ccc(/C=N/NC(=O)C2C(=O)NCC2c2ccccc2)c(OC)c1 (stereo not drawn)	-3	-1	1	2	-10	-2	28	3	2.7
O=C(Nn1c(C2CCCCC2)nc2ccccc2c1=O)c1ccc([N+](=O)[O-])cc1	-3	-7	9	7	1	17	-14	-6	2.2
Fc1ccc(-c2nnc(CSc3nnc4ccccn34)o2)cc1	-3	-10	0	7	-1	4	17	-9	4.5
CN(C)CCNc1oc(COc2ccc(-c3ccccc3)cc2)nc1C#N	-5	2	nt	2	-28	nt	26	1	7.8
CC(Oc1ccc(C(C)(C)C)cc1)c1ccnc2nc(/N=C/N(C)C)nn12 (stereo not drawn)	-12	-14	21	2	-3	2	9	-32	-1.9
Cc1c(NC(=O)c2cc(C3CC3)on2)c(=O)n(-c2ccccc2)n1C	-1	-4	0	3	0	3	15	-2	-0.9
CCS(=O)(=O)N1Cc2ccccc2CC1C(=O)Nc1cccc(S(=O)(=O)N(C)C)c1 (stereo not drawn)	-2	2	0	0	2	2	15	-3	-1.2

# Further records follow:
canonical_smiles	M5 ag	M5 PAM	TAAR1 ag	M5 antag	CRFR2-BP antag	TAAR1 antagonist	M1 PAM parental	M4 PAM	CRFR2-BP ag
CC1(C(=O)Nc2ccc(Cl)cc2)Cc2c(-c3ccc(C(N)=O)cc3)ccnc2O1 (stereo not drawn)	4	-1	6	0	nt	-9	31	-2	nt
CC(C)N1CCCC(C)(C(=O)Nc2nccc3ccccc23)C1 (stereo not drawn)	-1	-4	2	0	nt	-11	10	3	nt
COc1ccc(C2=CC(=O)C[C@H](c3ccc(F)cc3)C2)cc1F	1	-11	4	12	0	24	10	-3	-0.9
N#C/C(=C\c1ccc(-c2cccc([N+](=O)[O-])c2)o1)C(=O)NCCN1CCOCC1	2	9	5	-12	21	-5	15	3	-1.3
O=c1c2cccc3c2c(nn1-c1ccccc1)-c1ccccc1-3	-5	-4	-1	-1	6	2	-1	8	0.3
CC(/C=N/NC(=O)Cc1cc(=O)[nH][nH]1)=C\c1ccccc1	4	1	5	-9	-8	5	-3	22	-0.3
O=C(C=Cc1ccccc1)N1CCCCC1	2	-2	2	1	7	1	3	2	-1.0
CC(NC(=O)CN1CCCC1)C12CC3CC(CC(C3)C1)C2 (stereo not drawn)	-3	7	16	-7	20	9	-6	13	-1.0
O=C(NN=C1CCCC1)c1n[nH]c2c1CCC2	2	7	1	-6	14	17	-10	27*	0.8
CC(C)(CNc1ccc([N+](=O)[O-])cc1Cl)N1CCOCC1	-2	-2	-2	10	7	-1	-17	-6	-0.2
O=C(NCc1ccccc1)N1CCC(Cc2ccccc2)CC1	-6	-7	-1	22	-6	7	7	4	-0.5
Cc1ccccc1NCc1ccc([N+](=O)[O-])s1	-4	-1	3	3	10	-11	19	-2	0.0

# Next section.
canonical_smiles	M5 ag	M5 PAM	TAAR1 ag	M5 antag	CRFR2-BP antag	TAAR1 antagonist	M1 PAM parental	M4 PAM	CRFR2-BP ag
O=C(NCC(Cl)c1ccc2ccccc2c1)c1c(F)cccc1F (stereo not drawn)	6	-9	23	11	-10	16	7	-12	3.2
O=C(Cc1cccs1)N/N=C/C=C\c1ccco1	-4	-5	4	14	9	1	26	9	2.2
O=C(Cn1ccnc1)c1ccc(O)c(O)c1	4	5	6	0	8	-5	10	1	-0.4
CCOC(=O)c1oc2cc(O)ccc2c(=O)c1-c1csc(C)n1	1	1	5	2	20	-4	15	4	-0.7
C=CCN1C2CCCC1CC(NC(=S)Nc1ccc(Cl)cc1)C2 (stereo not drawn)	-8	4	11	-1	-24	-6	17	-7	1.5
COc1ccc(OC)c(N=C(N)N=C(N)N)c1	-3	2	1	16	12	2	4	1	3.4
COc1ccc(-c2nc3c(Cl)cc(C(F)(F)F)cn3c2Cc2ccccc2C(F)(F)F)cc1OC	2	1	1	-5	nt	-11	3	1	nt
CC1Cc2cc(S(=O)(=O)N3CCC(C(=O)N(C)Cc4ccco4)CC3)ccc2N1C(=O)C1CCC1 (stereo not drawn)	-2	-4	-1	7	11	-9	-5	-1	0.6
Cc1ccc(C(CC(N)=O)c2ccco2)cc1 (stereo not drawn)	-4	3	17	-2	17	0	11	9	-0.5
COC(=O)c1cc(Cl)c(NC(=O)c2ccc(C(C)(C)C)cc2)cc1OC	-3	-15	8	0	-41	21	11	-3	-1.8
Cc1ccc(S(=O)(=O)NCC(NCc2ccc(F)cc2)c2ccccc2)cc1 (stereo not drawn)	0	-8	3	6	17	-1	9	-8	4.1
O=CNc1c(Br)cc2c(c1Br)Cc1cc(Br)ccc1-2	-1	0	1	-2	5	-11	1	20	1.0

# Sorted by length of the SMILES (largest number first): part of the list above.
canonical_smiles	M5 ag	M5 PAM	TAAR1 ag	M5 antag	CRFR2-BP antag	TAAR1 antagonist	M1 PAM parental	M4 PAM	CRFR2-BP ag
CC1Cc2cc(S(=O)(=O)N3CCC(C(=O)N(C)Cc4ccco4)CC3)ccc2N1C(=O)C1CCC1 (stereo not drawn)	-2	-4	-1	7	11	-9	-5	-1	0.6
COc1ccc(-c2nc3c(Cl)cc(C(F)(F)F)cn3c2Cc2ccccc2C(F)(F)F)cc1OC	2	1	1	-5	nt	-11	3	1	nt
COC(=O)c1cc(Cl)c(NC(=O)c2ccc(C(C)(C)C)cc2)cc1OC	-3	-15	8	0	-41	21	11	-3	-1.8
Cc1ccc(S(=O)(=O)NCC(NCc2ccc(F)cc2)c2ccccc2)cc1 (stereo not drawn)	0	-8	3	6	17	-1	9	-8	4.1
CC(C)(CNc1ccc([N+](=O)[O-])cc1Cl)N1CCOCC1	-2	-2	-2	10	7	-1	-17	-6	-0.2
CCOC(=O)c1oc2cc(O)ccc2c(=O)c1-c1csc(C)n1	1	1	5	2	20	-4	15	4	-0.7
C=CCN1C2CCCC1CC(NC(=S)Nc1ccc(Cl)cc1)C2 (stereo not drawn)	-8	4	11	-1	-24	-6	17	-7	1.5
O=CNc1c(Br)cc2c(c1Br)Cc1cc(Br)ccc1-2	-1	0	1	-2	5	-11	1	20	1.0
O=C(NCc1ccccc1)N1CCC(Cc2ccccc2)CC1	-6	-7	-1	22	-6	7	7	4	-0.5
Cc1ccccc1NCc1ccc([N+](=O)[O-])s1	-4	-1	3	3	10	-11	19	-2	0.0
O=C(NN=C1CCCC1)c1n[nH]c2c1CCC2	2	7	1	-6	14	17	-10	27*	0.8
COc1ccc(OC)c(N=C(N)N=C(N)N)c1	-3	2	1	16	12	2	4	1	3.4
Cc1ccc(C(CC(N)=O)c2ccco2)cc1 (stereo not drawn)	-4	3	17	-2	17	0	11	9	-0.5
O=C(Cn1ccnc1)c1ccc(O)c(O)c1	4	5	6	0	8	-5	10	1	-0.4

# Going on with the list.
canonical_smiles	M5 ag	M5 PAM	TAAR1 ag	M5 antag	CRFR2-BP antag	TAAR1 antagonist	M1 PAM parental	M4 PAM	CRFR2-BP ag
Cc1ccc(OCC(=O)N/N=C\c2c(C)[nH]n(-c3ccccc3)c2=O)c([N+](=O)[O-])c1	-6	3	4	-10	15	6	17	0	0.1
COC(=O)c1ccc(NS(=O)(=O)c2c(C)[nH]c(C)c2C(=O)N2CCCC2)cc1	1	2	2	-3	0	-5	7	0	1.2
COc1ccc(NC(=O)CSc2nc3ccccc3c(=O)n2-c2ccc3c(c2)OCO3)c(OC)c1	-3	10	2	-5	7	2	22	22	-1.1
COc1ccccc1NC(=S)NCCSc1ccc(C)cc1	-3	-2	5	1	13	24	10	-2	0.2
CCn1c(CNC(=O)Cc2ccc(OC)cc2)n[nH]c1=S	-2	1	0	12	-17	-1	14	4	-0.2
O=C1COc2ccc(C(=O)CSc3nnc(-c4cccs4)n3Cc3ccccc3)cc2N1	-1	-15	15	6	-8	31	12	-10	1.4
CN(CCNC(=O)c1cn(C)c2ccc(S(=O)(=O)N(C)C)cc2c1=O)CCc1ccccc1	-2	0	44*	2	-16	-17	-12	-10	-0.4
C/C(=N\Nc1ncnc2sc(C)c(C)c12)c1ccccn1	-1	22*	135*	-22	-139	104*	3	5	64*
